SIRT5 block – blocks human SIRT5 desuccinylation of peptide; Purified SirT5, succinyl-peptide AMC, trypsin-coupled fluorescence; inhibition, % at 15 µM; AID 652115; hit rate 1.1% among 330,000; in the data active = inhibition above about 15%; inconclusive = no clear call, values can overlap the other calls
Target sequence (Q9NXA8 whole entry, looked up): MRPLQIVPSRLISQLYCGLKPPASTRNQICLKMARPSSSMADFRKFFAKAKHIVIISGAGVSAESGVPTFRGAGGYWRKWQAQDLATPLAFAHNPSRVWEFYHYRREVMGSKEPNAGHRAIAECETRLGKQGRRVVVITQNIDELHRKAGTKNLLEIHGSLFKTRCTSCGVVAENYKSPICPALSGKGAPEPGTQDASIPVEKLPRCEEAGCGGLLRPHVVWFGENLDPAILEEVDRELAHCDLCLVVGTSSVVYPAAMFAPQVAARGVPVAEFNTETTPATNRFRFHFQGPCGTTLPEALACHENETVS
EWS-Fli block – inhibitors of EWS/Fli oncoprotein transcriptional activity | AID 651661 | A673 NR0B1-luciferase reporter, viability-normalised | hit rate 0.67% among 350,000 | inhibition, % at 12.6 µM;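 active = mean inhibition of at least 50% after viability correction, with every replicate also passing that limit; inconclusive = mean reaches 50% but only one of two replicates passes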;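 also: firefly luciferase signal divided by Alamar Blue viability fluorescence both relative to DMSO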
PAX8 inh HTS – inhibitors of PAX8 transcriptional activity in RMG-I cells. inhibition, % at 12.6 µM. RMG-I TPO-luciferase reporter, SteadyGlo, 24 h. hit rate 1.2% among 360,000;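 active = mean replicate inhibition at least 60% with every replicate also reaching 60%; inconclusive = only one of the two criteria is met; inactive = mean below 60% and not all replicates reaching 60%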;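 also: luciferase light reporting Pax8 driven TPO promoter activity; plate controls were median of neutral control wells for no effect and mitoxantrone controls for full effect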
ARNT-TACC3 inh – ARNT/TACC3 interaction disruption; Q9Y6A5; AlphaScreen His-ARNT PAS-B/GST-TACC3 binding, luminescence; TACC3 fragment carries E629A point mutation; inhibition, % at 9.99 µM; hit rate 0.66% among 390,000; AID 623870;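 active = mean inhibition of replicates at least 50% and at least half of replicates each reaching 50%; inconclusive = half or more replicates reach 50% but mean below 50%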;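 also: 0% = complete ARNT plus TACC3 wells and 100% = ARNT alone without TACC3; many hits fall short of the cut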
CASP6 VEID inh – inhibitors of human caspase-6 | purified caspase-6, Z-VEID-R110 cleavage fluorescence | inhibition, % at 12.5 µM | hit rate 0.53% among 350,000;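 active = mean inhibition across replicates at least about 35%, with every replicate also reaching that limit, limit read from the data; inconclusive = only one of the two criteria met; inactive = neither criterion met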;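 also: 0% = median of neutral control wells and 100% = no fluorescence left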
Target sequence (P55212 24-179 limits assumed): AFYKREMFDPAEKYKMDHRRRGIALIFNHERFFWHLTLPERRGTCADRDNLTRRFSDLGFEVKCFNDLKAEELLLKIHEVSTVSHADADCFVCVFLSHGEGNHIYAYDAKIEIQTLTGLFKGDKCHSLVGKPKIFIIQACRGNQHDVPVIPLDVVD
Target sequence (P55212 194-293 limits assumed): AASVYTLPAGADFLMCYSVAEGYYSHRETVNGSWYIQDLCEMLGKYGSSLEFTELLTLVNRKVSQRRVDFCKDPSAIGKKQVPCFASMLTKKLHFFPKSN
LGR2 antag – blocks bursicon-induced cAMP signaling via Drosophila LGR2 | HEK293 LGR2, CRE-luciferase, bursicon-stimulated, 4 h | hit rate 0.35% among 380,000 | AID 720647 | inhibition, % at 9.99 µM;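 active = drop in luminescence signal, shown as inhibition above about 50% in the replicate tests, limit read from the data, passing the limit was not always enough; inconclusive = probably only some replicates passing the limit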;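 also: agonist challenge used bursicon conditioned medium at about half maximal strength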
DENV2 CPE – DENV2-induced cell death inhibition. DENV2-infected cells, cytopathic effect rescue, plate reader. AID 651640. CPE inhibition, % at 9.99 µM. hit rate 1.7% among 350,000; in the data active = CPE inhibition above about 20%, passing the limit was not always enough; inconclusive = no clear call, values can overlap the other calls; tested in BHK-21 cells;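 also: 0% = median of neutral control wells and 100% = median of positive control wells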
Active calls of the source: *; ? = inconclusive; · = not tested or not shown.

SMILES | SIRT5 block | EWS-Fli block | PAX8 inh HTS | ARNT-TACC3 inh | CASP6 VEID inh | LGR2 antag | DENV2 CPE
O=C(Cn1c(/C=C/c2ccccc2)nc2ccccc21)Nc1ccc(F)cc1 | · | -110 | -85 | -2 | · | -58 | ·
CCCC#Cc1ccc([C@H]2[C@@H](CO)N3CCCCN(S(=O)(=O)c4ccccc4C)C[C@H]23)cc1 | 9 | 26 | 3 | 2 | 1 | 12 | 6
COc1ccc(CNCc2cccc3ccccc23)cc1 | 5 | 13 | 6 | -7 | 18 | -10 | 1
O=C(NCc1ccccc1)Nc1cccc2ccccc12 | 0 | -13 | 14 | -1 | -2 | -17 | 0
CSCCC(NS(=O)(=O)c1cccc(C(F)(F)F)c1)C(=O)Nc1ccccc1N1CCCC1 (stereo not given) | -3 | 11 | 7 | -4 | -2 | 7 | -4
C[C@@H]1CN([C@@H](C)CO)C(=O)c2cc(NS(=O)(=O)c3cn(C)cn3)ccc2O[C@H]1CN(C)S(=O)(=O)c1cccs1 | 6 | -11 | · | 1 | -3 | 17 | -1
CNC(=S)NC(CC(=O)OC)c1ccc2c(c1)OCO2 (stereo not given) | -2 | 3 | 5 | 3 | -5 | -10 | ?
Cc1cc(C)c2c(N)c(C(=O)c3ccc(Cl)cc3Cl)sc2n1 | · | · | 51 | -1 | · | -6 | ·
O=C(NC1CCCC1)C(c1ccc(O)cc1)N(CC1CCCO1)C(=O)C1COc2ccccc2O1 (stereo not given) | 12 | 2 | · | -4 | 3 | -19 | 4
CC(/C=C/c1ccccc1)NC(N)=O (stereo not given) | 7 | -5 | · | -1 | 3 | 8 | -3
CSc1cccc(NC(=O)C2CCCN(S(=O)(=O)c3cccs3)C2)c1 (stereo not given) | -11 | 15 | 9 | -5 | 5 | -1 | -2
Cc1nn(C)c(C(=O)NNC(=O)Nc2cccc(C(F)(F)F)c2)c1Cl | 1 | -1 | 1 | -7 | 8 | 0 | ·
COc1ccc2c(c1)C1(Nc3ccccc3C(=O)N1c1ccccc1)C(=O)N2 (stereo not given) | -2 | 3 | · | 3 | 1 | 0 | 13
CCCNC(=O)N1[C@H](C#N)[C@H](c2ccccc2-c2ccccc2)[C@@H]1CO | 2 | -5 | -15 | · | -1 | 6 | 6
CCn1c(SCC(=O)O)nnc1-c1ccc2[nH]c(C)c(C)c2c1 | -14 | -16 | -1 | 4 | 1 | 8 | 3
Cc1noc(C)c1NC(=O)Nc1ccc2c(c1)C(=O)N([C@@H](C)CO)C[C@H](C)[C@H](CN(C)C(=O)NC1CCCCC1)OCCCC[C@H](C)O2 | -2 | 6 | -2 | -10 | -1 | 22 | 7
COc1ccc(Cc2nnc(SCC(=O)N(C)CC(=O)Nc3ccc(C)cc3)o2)cc1 | -1 | -5 | 4 | -4 | 3 | 1 | 2
Cc1ccc(S(=O)(=O)N2C[C@H](O)COC[C@@H]3O[C@@H](CC(=O)N[C@H]4CCN(Cc5ccccc5)C4)CC[C@H]32)cc1 | 2 | -9 | -1 | 13 | 1 | -5 | -8
CC(=O)Oc1c(C)c2c3c(c1OC(C)=O)[C@@H](C)CC[C@@H]3[C@@H](C)C[C@H]2C=C(C)C | · | -68 | 1 | 2 | 2 | 17 | -3
CCn1cc(C(=O)O)c(=O)c2cc(F)c(N3CCN(C(=S)NC(=O)c4c(OC)cccc4OC)CC3)cc21 | -1 | 12 | -9 | -1 | 4 | -3 | -3

Look-ups from above:
Reading for CCn1c(SCC(=O)O)nnc1-c1ccc2[nH]c(C)c(C)c2c1 in LGR2 antag: 8
Reading for CCn1cc(C(=O)O)c(=O)c2cc(F)c(N3CCN(C(=S)NC(=O)c4c(OC)cccc4OC)CC3)cc21 in SIRT5 block: -1

Additional entries follow.
SMILES | SIRT5 block | EWS-Fli block | PAX8 inh HTS | ARNT-TACC3 inh | CASP6 VEID inh | LGR2 antag | DENV2 CPE
Cc1nnc(NC(=O)c2cc3ccccc3o2)s1 | 4 | -97 | -130 | -7 | 3 | -36 | 0
O=C(CSc1nc2ccccc2n1CCc1ccccc1)c1ccc(O)c(O)c1 | -1 | 11 | -3 | 7 | 70* | 4 | -2
N/C(=N\OC(=O)c1ccc2c(c1)OCO2)c1ccc(Br)cc1 | -5 | -86 | -162 | · | -2 | -7 | -2
Cc1ccc(S(=O)(=O)N2CCOC2CNC(=O)C(=O)NCc2ccccc2)cc1 (stereo not given) | -1 | -13 | 7 | -5 | 4 | -9 | -6
OC(COCC1COc2ccccc2O1)CN1CCCCC1 (stereo not given) | -2 | -5 | -7 | · | -4 | -2 | -8
C(=N\N1CCN(Cc2cccc3ccccc23)CC1)/c1cccnc1 | -2 | 11 | · | 8 | 0 | -4 | -1
CCOC(=O)N(C)c1c(CC)nc2c(OCc3cccc(Cl)c3)cccn12 | 0 | 0 | 10 | · | 2 | 1 | -6
CCCC#Cc1ccc([C@H]2[C@@H](CO)N(S(C)(=O)=O)[C@H]2C#N)cc1 | 3 | 0 | 3 | 6 | -1 | 8 | -3
CCCCOCCCNC(=O)C[C@@H]1C[C@@]2(C(=O)OC)CC(C)(C)CC=C2N(Cc2cccc3ccccc23)C1=O | · | 1 | 4 | · | -4 | -7 | -10
C[C@@H]1CN([C@H](C)CO)C(=O)Cc2cc(NC(=O)Nc3ccc4c(c3)OCO4)ccc2O[C@@H]1CN(C)Cc1ccc2c(c1)OCO2 | -6 | -1 | 20 | 1 | 0 | 11 | 7
Cc1ccc(C)c(NC(=O)CN(C)C(=O)c2ccccn2)c1 | -6 | -5 | 5 | · | 0 | -11 | 0
O=C(C[C@@H]1C=C[C@H](NC(=O)c2ccccc2)[C@H](CO)O1)NCCc1ccncc1 | 0 | 0 | -11 | -19 | -4 | 8 | 0
C[C@H]1CN([C@@H](C)CO)C(=O)c2cccc(NC(=O)Nc3ccc4c(c3)OCO4)c2O[C@H]1CN(C)S(=O)(=O)c1cccs1 | -9 | -7 | · | -5 | 0 | -1 | 1
CN(C)CCCNC(=O)C[C@H]1CC[C@H]2[C@@H](COc3ccc(NC(=O)C4CCC4)cc3C(=O)N2C)O1 | -2 | -20 | 13 | 5 | -19 | 17 | 14
COc1ccc(NC(=O)Nc2ccc3c(c2)C(=O)N([C@H](C)CO)C[C@H](C)[C@@H](CN(C)C(=O)Cc2ccccc2)OCCCC[C@H](C)O3)cc1 | 5 | 11 | -6 | -3 | 3 | -5 | 58*
O=C(CSC(=S)N1CCCC1)NCC(=O)Nc1ccccc1Br | 6 | 0 | · | -10 | 1 | 8 | -2
Cc1ccc(C(=O)NCc2ccccc2CN2CCCC2)cc1S(=O)(=O)N1CCOCC1 | -6 | -4 | 6 | 3 | -16 | -9 | 16
CCOc1cc(S(=O)(=O)NCC2CCCO2)ccc1F (stereo not given) | · | 15 | -15 | -4 | 0 | 3 | 8
O=C(C1CC(=O)N(C2CCCC2)C1)N1CCC(Cc2ccccc2)CC1 (stereo not given) | 1 | 7 | · | -2 | 3 | -4 | 3
COc1ccccc1/C=C(/C(=O)OCC(=O)N(C)Cc1ccccc1)c1ccccc1 | · | · | 15 | 1 | · | -4 | ·
C[C@@H]1CN([C@@H](C)CO)C(=O)c2cc(NC(=O)C3CCCCC3)ccc2O[C@@H](C)CCCCO[C@H]1CN(C)C(=O)CCC(F)(F)F | -3 | -5 | -13 | -9 | 2 | 3 | -5
O=C(c1cccc(Br)c1)N1CCN(C(=O)N2CCCCC2)CC1 | -1 | -2 | · | -3 | -2 | 0 | 2
Cc1ccccc1C(=O)Nc1ccnc(-c2ccncc2)n1 | -2 | -1 | -2 | -5 | -4 | 1 | -4
Cc1noc(C)c1NC(=O)Nc1ccc2c(c1)CC(=O)N([C@H](C)CO)C[C@H](C)[C@H](CN(C)Cc1ccc(Cl)c(Cl)c1)O2 | -2 | 34 | 0 | -4 | 1 | -8 | -6
Cc1noc(C)c1NC(=O)N(C)C[C@@H]1Oc2ncc(C#Cc3ccc(C(F)(F)F)cc3)cc2C(=O)N([C@H](C)CO)C[C@@H]1C | -2 | -3 | · | -4 | 1 | 5 | -4
CCc1ccccc1NC(=O)CC(NCc1ccccc1)C(=O)O (stereo not given) | -1 | 1 | -14 | -4 | -4 | 3 | -9
COCCCN(C(=S)Nc1cc(Cl)cc(Cl)c1)C(C)c1ccccn1 (stereo not given) | 5 | 9 | -25 | -11 | -1 | -12 | 4
CNC(=O)c1ccc(CN(C)C(=O)c2cc(C3CC3)nc3c2cnn3C(C)C)cc1 | · | 11 | 3 | · | 50* | -10 | 9
COC(=O)C[C@@H]1CC[C@@H](NS(=O)(=O)c2ccc(F)cc2)[C@@H](CO)O1 | -2 | 0 | -3 | · | -1 | -9 | 4
COc1cc(NS(=O)(=O)c2ccc(NC(=S)NC(=O)/C=C/c3ccco3)cc2)ncn1 | -2 | 4 | 8 | 1 | 20 | -19 | 2
CC=Cc1ccc2n(c1=O)C[C@@H]1[C@@H](CO)[C@H](C(=O)NC3CCC3)N(C(=O)C3CC3)[C@H]21 (mixture of isomers) | -11 | 3 | · | · | 0 | 13 | -4
CO[C@H]1CN(C)C(=O)c2ccc(NS(=O)(=O)CC(F)(F)F)cc2OC[C@@H](C)NC[C@@H]1C | -3 | 15 | -8 | · | · | 9 | 3
CC(NC(=O)c1ccccc1)C(=O)OCn1nnc2ccccc2c1=O (stereo not given) | -14 | -6 | -3 | · | -5 | -1 | 33*
COc1ccc(-n2c(SCC(=O)Nc3ccc([N+](=O)[O-])cc3OC)nc3ccccc32)cc1 | · | · | 0 | 0 | · | 18 | ·
COc1ccc(C(=O)NNS(=O)(=O)c2ccc(OC)cc2)cc1 | -1 | -13 | 0 | -22 | 2 | 19 | -1
Cc1ccc2c(c1)C(=O)CC(O)(C(F)F)O2 (stereo not given) | -1 | -9 | -5 | -3 | 0 | -11 | -5
COc1ccc(CN(C)C[C@@H]2OCCCC[C@H](C)Oc3ccc(NS(=O)(=O)c4cccs4)cc3C(=O)N([C@H](C)CO)C[C@H]2C)cc1 | -3 | 9 | 2 | 6 | -1 | 0 | 5
O=C1CCCN1CCC(=O)N1CCCC(N2CCN(c3ccccc3F)CC2)C1 (stereo not given) | -1 | 8 | 9 | 0 | 1 | -6 | -3
COCC(=O)N(C)C[C@H]1Oc2ncc(C#Cc3ccncc3)cc2C(=O)N([C@H](C)CO)C[C@@H]1C | -2 | -4 | · | -3 | 2 | 2 | -7
CC1(C)OC(=O)C(=CNC(CO)C(=O)O)C(=O)O1 (stereo not given) | 0 | 9 | -1 | -9 | -2 | 5 | 1
COc1ccc(-c2cc3ccccc3n2CC(O)CN2CCCCC2)cc1 (stereo not given) | -7 | -4 | -17 | 6 | -3 | -13 | 6
CNC[C@H]1OCc2ccccc2-c2ccccc2C(=O)N([C@@H](C)CO)C[C@@H]1C | 4 | -6 | -15 | -10 | -2 | -10 | 0
O=C(CCCN1C(=O)/C(=C\c2ccccc2)SC1=S)Nc1ccc(O)cc1 | -2 | 3 | 77* | · | 5 | -7 | -7
C/C=C/c1ccc2c(c1)O[C@H](CN(C)C(=O)c1ccc(F)cc1)[C@@H](C)CN([C@@H](C)CO)S2(=O)=O | 8 | 29 | 17 | · | -3 | 45 | 7
O=C(Cn1cncn1)NCc1cc(F)ccc1F | 3 | 7 | -4 | 7 | 10 | 3 | 11
Cc1cc(C)[n+](-c2ccc(F)cc2)c2[nH]c(=O)[nH]c(=O)c12 | -69 | -49 | 20 | 2 | 0 | -13 | 5
CCOC(=O)c1c(C)[nH]c(C(=O)OCC(=O)Nc2cc(C)nn2-c2ccccc2)c1C | -1 | -1 | 25 | 2 | -2 | 6 | 12
O=C(c1ccc(Cl)cc1)N1CCC(C(=O)N2CCN(c3ncccn3)CC2)CC1 | -8 | -11 | 0 | 8 | -1 | 24 | -12
CCc1ccccc1-n1nnnc1-c1cnccc1C(F)(F)F | 4 | 8 | -60 | -5 | 0 | 8 | -2

Part of the list above, field by field.
molecule: CNC[C@H]1OCc2ccccc2-c2ccccc2C(=O)N([C@@H](C)CO)C[C@@H]1C
- SIRT5 block: 4
- EWS-Fli block: -6
- PAX8 inh HTS: -15
- ARNT-TACC3 inh: -10
- CASP6 VEID inh: -2
- LGR2 antag: -10
- DENV2 CPE: 0

molecule: O=C(CCCN1C(=O)/C(=C\c2ccccc2)SC1=S)Nc1ccc(O)cc1
- SIRT5 block: -2
- EWS-Fli block: 3
- PAX8 inh HTS: 77*
- ARNT-TACC3 inh: ·
- CASP6 VEID inh: 5
- LGR2 antag: -7
- DENV2 CPE: -7
